# Pol eta inh = qHTS for Inhibitors of Polymerase Eta; DNA polymerase eta (Homo sapiens), Q9Y253; recombinant Pol eta, fluorescent DNA replication assay; Potency, µM (highest dose often 114 µM), for inactives: top-dose activity change, negative = inhibition, usual class: inhibitors; 390,000 compounds, 1.2% hits; also: potency is read from the fitted curve at half-maximal effect; % is scaled to controls: 0 for no effect and ±100 for the full control effect
#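 Fluorescent replication assay: 50 nM final substrate added after a 15 min room-temperature compound preincubation with 10 nM enzyme. Signal taken at 0 min and again at 10 min.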
# G9a block = qHTS Assay for Inhibitors of Histone Lysine Methyltransferase G9a. 350,000 compounds, 8.8% hits. Histone-lysine N-methyltransferase EHMT2 (Homo sapiens), Q96KQ7. G9a H3K9 monomethylation, AlphaScreen, 2 h. Potency, µM (series often up to 102 µM), for the others: at the highest dose activity, negative = inhibition, usual class: inhibitors; also: potency is read from the fitted curve at half-maximal effect; % is scaled to controls: 0 for no effect and ±100 for the full control effect; nearly all actives have a fitted effect of over 75% in size
# Target sequence (Q96KQ7 913-1193 limits assumed): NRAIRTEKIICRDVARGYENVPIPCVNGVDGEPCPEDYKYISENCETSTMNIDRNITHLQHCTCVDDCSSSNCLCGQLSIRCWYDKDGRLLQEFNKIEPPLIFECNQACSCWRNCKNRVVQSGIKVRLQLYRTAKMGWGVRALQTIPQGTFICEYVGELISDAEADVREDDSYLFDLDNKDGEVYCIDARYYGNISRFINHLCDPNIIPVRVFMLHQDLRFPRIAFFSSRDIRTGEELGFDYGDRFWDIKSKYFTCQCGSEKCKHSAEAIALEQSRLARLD
#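 Using a bead-based AlphaScreen, monomethylated H3K9 product from 2 h room-temperature reactions (G9a 20 nM, peptide 500 nM, SAM 20 uM) was detected with 0.5 ug/mL rabbit anti-H3K9me1 antibody.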
# Tb PGK inh = qHTS Assay to Find Inhibitors of Phosphoglycerate Kinase | Phosphoglycerate kinase, glycosomal (Trypanosoma brucei brucei), P07378 | PGK/GAPDH coupled, Kinase-Glo luminescence, 60 min | Potency, µM (top dose mostly 57.5 µM), without a hit: at the highest dose activity change, negative = inhibition, usual class: inhibitors | 380,000 compounds, 0.043% hits; also: potency is read from the fitted curve at half-maximal effect; % is scaled to controls: 0 for no effect and ±100 for the full control effect; nearly all actives have a fitted effect of over 60% in size
#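 Recombinant glycosomal PGK reaction used 1,3-bisphosphoglycerate generated in-well by GAPDH (100nM final) in 100mM TEA pH 7.6, 5mM MgCl2, 0.01% Tween-20. After 60 minutes at room temperature, ATP was read by Kinase-Glo Plus luminescence end-point.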
# HP1b binding inh = HTS for Inhibitors of HP1-beta Chromodomain Interactions with Methylated Histone Tails; Chromobox protein homolog 1 (Homo sapiens), P83916; AlphaScreen HP1-beta / biotin-H3K9me3 peptide binding; Potency, µM (doses to about 114 µM), inactives show at the top dose activity change, negative = inhibition, hits mostly inhibitors; 390,000 compounds, 0.56% hits; also: potency is read from the fitted curve at half-maximal effect; nearly all actives have a fitted effect of over 70% in size; inactives centre near 23
#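 AlphaScreen: HP1-beta (50 nM) preformed 30 min with biotin-H3(1-18)K9me3 peptide (50 nM) in PBS pH 7.4, 0.01% Tween-20. Compound added for 30 min at RT, then streptavidin donor/nickel chelate acceptor beads (10 ug/mL) for 30 min.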
# PI4K2A inh = qHTS for small molecular inhibitors of PI4K2A | Phosphatidylinositol 4-kinase type 2-alpha (Homo sapiens), Q9BTU6 | purified PI4K2A, ADP-Glo luminescence, 1 h; hits give low values | activity change, negative = inhibition, % at 76.9 µM | 420,000 compounds, 0.13% hits; in the data active = activity change below about -50%; inconclusive = mostly about -30% to -49%;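 also: -100% = wells without enzyme as full effect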
# Target sequence (Q9BTU6 whole entry, looked up): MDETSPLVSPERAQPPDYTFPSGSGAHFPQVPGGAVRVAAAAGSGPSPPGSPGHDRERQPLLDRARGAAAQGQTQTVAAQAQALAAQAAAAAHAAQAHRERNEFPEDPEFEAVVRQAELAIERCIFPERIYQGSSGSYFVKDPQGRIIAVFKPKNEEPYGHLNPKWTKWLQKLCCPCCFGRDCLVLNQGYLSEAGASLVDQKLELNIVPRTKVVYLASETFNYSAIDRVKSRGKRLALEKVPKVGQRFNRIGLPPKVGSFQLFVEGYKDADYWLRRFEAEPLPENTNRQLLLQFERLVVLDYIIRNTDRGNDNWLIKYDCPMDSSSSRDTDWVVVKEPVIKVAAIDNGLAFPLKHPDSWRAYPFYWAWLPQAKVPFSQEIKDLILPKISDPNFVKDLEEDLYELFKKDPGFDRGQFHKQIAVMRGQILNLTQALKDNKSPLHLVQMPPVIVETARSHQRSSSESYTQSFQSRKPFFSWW
#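 ADP-Glo luminescence measured ADP generated by PI4K2A enzyme (4 ug/mL before mixing) with 1.2 mM PI substrate (pre-mix) and 300 microM ATP (pre-mix). Tris pH7.5 buffer with MgCl2, Triton X-100; 1 h reaction at ambient temperature.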
# JMJD2A Tudor inh = qHTS Assay for Inhibitors of JMJD2A-Tudor Domain; Lysine-specific demethylase 4A (Homo sapiens), O75164; AlphaScreen JMJD2A-Tudor / H3K4me3 peptide binding; Potency, µM (highest dose often 114 µM), inactives show at the top dose activity change, negative = inhibition, usual class: inhibitors; 390,000 compounds, 4.4% hits; AID 504339, 2011; also: potency is read from the fitted curve at half-maximal effect; % is scaled to controls: 0 for no effect and ±100 for the full control effect; nearly all actives have a fitted effect of over 50% in size
# BAZ2B block = qHTS Assay for Inhibitors of BAZ2B; AlphaScreen BAZ2B-H3K14Ac peptide displacement; 360,000 compounds, 4.4% hits; Bromodomain adjacent to zinc finger domain protein 2B (Homo sapiens), Q9UIF8; Potency, µM (series often up to 114 µM), without a hit: top-dose activity change, negative = inhibition, actives largely listed as inhibitors; also: potency is read from the fitted curve at half-maximal effect; % is scaled to controls: 0 for no effect and ±100 for the full control effect; nearly all actives have a fitted effect of over 60% in size
#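 AlphaScreen displacement: compounds (up to 110uM) incubated 30 min at room temperature with a preformed 50 nM BAZ2B/50 nM biotinylated H3K14Ac peptide complex in PBS pH 7.4 with Tween-20. Donor and acceptor beads at 10 ug/mL final added, 20 min light-protected before reading.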
# GLS inhibitor = qHTS for Inhibitors of Glutaminase (GLS). GLS enzymatic activity, qHTS titration. Potency, µM (doses to about 45.5 µM), for inactives: at the top dose activity change, negative = inhibition, actives largely listed as inhibitors. 410,000 compounds, 0.21% hits. AID 624170, 2012; also: potency is read from the fitted curve at half-maximal effect; % is scaled to controls: 0 for no effect and ±100 for the full control effect
#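 Glutamate formation by hKGA was monitored fluorometrically using coupled glutamate oxidase, HRP and Amplex Red. Substrate was added as 1 mM L-glutamine solution; incubation was 30 min at RT after an initial read.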
# Pin1 inhibitor = qHTS Assay to Find Inhibitors of Pin1 | AID 504891, 2011 | 390,000 compounds, 0.009% hits | Potency, µM (top dose mostly 115 µM), for the others: top-dose activity, negative = inhibition, most hits filed as inhibitors | Pin1 FP peptide displacement, HiFluor488, 10 min | Peptidyl-prolyl cis-trans isomerase NIMA-interacting 1 (Homo sapiens), Q13526; active = well fitted inhibition curve with a large enough effect in the polarisation, with a control signal flat, not every such curve was filed as active; inconclusive = small, poorly fitted or top-dose-only effect, or effect the other way, or a change in a side signal; inactive = no such curve, though single readings can be large or run the other way; the % refers to the polarisation; also: potency is read from the fitted curve at half-maximal effect; % is scaled to controls: 0 for no effect and ±100 for the full control effect
# Target sequence (Q13526 whole entry, looked up): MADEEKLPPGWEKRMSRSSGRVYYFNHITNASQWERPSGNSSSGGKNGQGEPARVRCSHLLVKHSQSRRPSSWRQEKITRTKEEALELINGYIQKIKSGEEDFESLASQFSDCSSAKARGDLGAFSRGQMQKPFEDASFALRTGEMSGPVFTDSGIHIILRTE
# Starred values were filed as active, the others as inactive; i = inactive; u = inconclusive; x = not tested or not shown; & = joins results of further samples; [ ] = dose if it differs, or a comment. Unless noted, calls follow the shape of the dose curve; as a rule, active = well fitted curve in the direction sought with a large enough effect; inconclusive = small, poorly fitted or top-dose-only effect, or another doubt; inactive = no such curve, though single readings can be large; an effect the other way counts as inactive or inconclusive.
Pol eta inh	G9a block	Tb PGK inh	HP1b binding inh	PI4K2A inh	JMJD2A Tudor inh	BAZ2B block	GLS inhibitor	Pin1 inhibitor	mol
-6%	13%[59 µM]	-4%	7%	3	u	7%	15%	-1%	COc1ccccc1Oc1c(C)oc2c(CN(C)C)c(O)ccc2c1=O
-23%	u	-7%	41%[activator]	3	-14%	u	2%	u	CSc1ccc(/C=C/C(=O)NC(=O)c2ccccc2O)cc1
-4%	u	-4%	-14%	-1	u	5%	8%	-1%	Cc1ccc(-n2c(C)cc(/C=N/NC(=O)c3ccc(CN4CCOCC4)cc3)c2C)cc1
-13%	-3%[59 µM]	i	15%	-9	-18%	-3%	-1%	u	COc1ccc(NC(=O)/C(C#N)=C/c2ccc(C)o2)cc1
-17%	-5%	-8%	0%	1	-20%	-16%	0%	-11%	Cc1c(C(=O)Nc2ccc(N3CCOCC3)cc2)cccc1[N+](=O)[O-]
-7%	x	2%	x	-4	x	x	12%	x	C[C@H]1CN(c2ccccc2)C(=O)[C@@H]1CC(=O)Nc1ccc(Br)cc1
-10%	2%	-10%	16%	0	-6%	0%	-3%	u	O=C(Nc1ccccn1)Nc1ccccc1[N+](=O)[O-]
-15%	u	-1%	27%	4	-18%	-27%	38%[activator]	-1%	O=C(CNS(=O)(=O)c1ccc(F)cc1)N1CCN(c2ccccc2)CC1
-6%	-32%	-3%	21%	6	-14%	4%	3%	-4%	Cc1ccc(OCC(=O)NCCO)c(Br)c1
-9%	x	7%	15%	-4	-5%	-1%	5%	-3%	COc1ccc(CCNC(=O)c2c(C)nn(CC(C)C)c2Cl)cc1
1%	-1%[59 µM]	i	24%[57 µM]	-4	-3%	-3%	-3%	-7%	CSc1cccc(NS(=O)(=O)c2cn(C)c(C)n2)c1
u	4%&2%[59 µM]	-9%&-7%	39%&25%[activator]	-29&-22	10%&-5%	-15%	-32%&3%	-1%&21%	Cc1ccc2[nH]c3c(=O)n(CC(=O)NCc4ccco4)ncc3c2c1

# The final 2 entries of the part above open the next one:
Pol eta inh	G9a block	Tb PGK inh	HP1b binding inh	PI4K2A inh	JMJD2A Tudor inh	BAZ2B block	GLS inhibitor	Pin1 inhibitor	mol
1%	-1%[59 µM]	i	24%[57 µM]	-4	-3%	-3%	-3%	-7%	CSc1cccc(NS(=O)(=O)c2cn(C)c(C)n2)c1
u	4%&2%[59 µM]	-9%&-7%	39%&25%[activator]	-29&-22	10%&-5%	-15%	-32%&3%	-1%&21%	Cc1ccc2[nH]c3c(=O)n(CC(=O)NCc4ccco4)ncc3c2c1
2%	15%[12.7 µM]	-5%	31%	5	41%[activator]	-4%	0%	-1%	CN(C)C(CNC(=O)CCCOc1ccccc1)c1ccco1 (centres undefined)
-11%	x	5%	5%	2	-27%	40µM*	10%	2%	COc1ccc(N2CCN(C(=O)CCC(=O)N3Cc4ccccc4Oc4ncccc43)CC2)cc1
-9%	0%	5%	16%	2	-19%	0%	5%	-16%	CCCNC(=O)NCCc1c(C)[nH]c2ccccc12
-13%	-18%[59 µM]	-11%	8%	-5	-17%	1%	-12%	1%	Cc1ccccc1CSc1ncc(Cl)c(C(=O)Nc2nc3ccc(F)cc3s2)n1
-7%	16%[59 µM]	-1%	12%[57 µM]	2	5%	9%	-17%	0%	COc1cccc(C(=O)Nc2ccc(-c3nc4ccc(C)cc4s3)cc2)c1OC
-24%	11%[59 µM]	i	16%	-5	-6%	-14%	1%	-5%	CCOc1ccc(CCNC(=O)c2nnc(Cc3ccc(Cl)cc3Cl)o2)cc1OCC
-5%	-1%[59 µM]	1%	35%	-2	-6%	8%	6%	-1%	CCOC(=O)c1c(-c2ccc(C)cc2)csc1NC(=O)c1ccc(N2C(=O)CCC2=O)cc1
-4%	9%[59 µM]	-2%	23%	0	3%	9%	-22%	-4%	O=C(NCCCN1CCCCC1)c1ccc2c(c1)NC(=O)C(N1CCOCC1)S2 (centres undefined)
-18%	-7%	-2%	5%	-4	-35%	-25%	13%	-6%	CC(=O)NC(CC(=O)Nc1nc(-c2ccccc2)c(C(C)=O)s1)c1ccccc1 (centres undefined)
-15%	-7%	-1%	30%	-3	-2%	9%	3%	0%	CNC(=O)c1ccc(N(Cc2ccccc2)S(C)(=O)=O)cc1
-5%	x	-4%	39%[activator]	2	-1%	x	-11%	-1%	COc1ccc(NC(=O)COC(=O)C23CC4CC(CC(NC(C)=O)(C4)C2)C3)cc1S(=O)(=O)N1CCOCC1
-9%	x	5%	42%[activator]	-7	-21%	-18%	7%	-1%	Cc1[nH]n(-c2ccccc2)c(=O)c1C(=O)c1cccc(F)c1
u	-14%	-7%	36%	-11	-16%	-9%	2%	41%[activator]	Cc1nnn(-c2nonc2N)c1C(=O)N/N=C/c1ccccc1O
-8%	-19%[59 µM]	-3%	25%	2	u	-11%	2%	28%	Cc1ccc2c(c1)N(C(=O)Nc1cccc(C)c1C)CCO2
-21%	-29%	8%	28%	-1	-7%	x	u	7%	CC1CN(C(=O)COC(=O)c2ccc(Cl)c(S(=O)(=O)N3CCCCC3)c2)CC(C)O1 (centres undefined)
-5%	24%	-4%	35%	1	-13%	38%	-3%	-1%	COc1ccc(-c2cc(NCc3ccccn3)n3ncnc3n2)cc1
-6%&1%	7%&17%[12.7 µM]	-4%	26%&29%	2&0	-6%&-22%	9%	4%&4%	5%&-6%	CCSc1nc2ccccc2[nH]1
-7%	50µM*	-1%	-21%	-4	-29%	-34%	13%	-4%	COC(=O)C1Cc2c([nH]c3ccccc23)CN1C(C)=O (centres undefined)
-9%	-15%	-8%	27%	3	-7%	u	-19%	-3%	COc1ccccc1NC(=O)NC(=O)c1ccccc1
-9%	2%	-3%	4%	2	-10%	0%	2%	-1%	O=C(NCc1ccc(-c2nc3ccccc3s2)cc1)c1cc2ccccc2o1
-10%	25%	4%	39%[activator]	1	4%[57.1 µM]	-2%	17%	-4%	CC(C)N1C(=O)NC2(c3ccccc3)N(C)C(=O)N(C)C12c1ccccc1 (centres undefined)
-18%	3%	-10%	23%	-1	-18%	-23%	-9%	2%	CCC(=O)N(C)CCc1cc2c(c(OC)c1/C=N/NC(=O)[C@H]1C[C@@H]1c1ccccc1)OCO2
-2%	x	-15%	14%	7	-13%	x	-14%	-2%	COC(OC)C1(CCc2ccccc2)NC(=O)NC1=O (centres undefined)
-8%	-5%	8%	55%[activator]	-3	13%	-16%	-2%	2%	CCc1nc(SCc2ccc(Cl)cc2)n[nH]1
-14%	9%[59 µM]	-4%	13%[57 µM]	-8	-8%	5%	-9%	-5%	Cc1ccccc1CSc1nc2c([nH]c3ccccc32)c(=O)n1C
-5%	u	-9%	10%	-6	-11%	-14%	-11%	3%	O=C(O)c1cccc(Cn2c(Cl)c(/C=N/NC(=O)c3ccc(O)cc3)sc2=O)c1
-18%	1%[12.7 µM]	-7%	18%	-5	-15%	-23%	2%	8%	COc1ccc(C(=O)N/N=C(\C)CC(=O)Nc2ccc3ccccc3c2)c(OC)c1
9%	50µM*	2%	27%	8	-8%	-32%	3%	5%	CCOC(=O)c1sc2nc(CN3CCCCC3)nc(Cl)c2c1C
-12%	14%	-2%	37%	-1	-9%	32%[activator]	-1%	-4%	COc1cccc(CC2(CO)CCN(Cc3cn(C)nc3C)CC2)c1
-5%	u	-1%	29%	-6	-1%	4%	-10%	-6%	N#Cc1cc([N+](=O)[O-])cnc1NCC(O)CO (centres undefined)
-13%	-1%[59 µM]	3%	21%	3	-1%	-15%	-2%	4%	N#Cc1c2n(cnc1=O)CCCCC2
-7%	u	-1%	-9%	9	-25%	-11%	11%	2%	O=S(=O)(NCC(c1cccnc1)N1CCN(c2ccc(F)cc2)CC1)c1cccs1 (centres undefined)
-11%	29%[12.7 µM]	0%	29%	1	7%	u	-8%	1%	COc1ccc(C(=O)NCc2ccc(-n3cccc3)cc2)cc1OC
-24%	-10%[59 µM]	-5%	19%	1	-20%	-9%	-1%	21%	CC1(C)CC2CC(C)(CN2S(=O)(=O)c2ccc(C(=O)Nc3ccc(S(=O)(=O)N4CCOCC4)cc3)cc2)C1 (centres undefined)
u	-31%	3%	17%	-1	-12%	3%	2%	-1%	Cn1c(=O)c2c(ncn2CC(=O)N2CCOCC2)n(C)c1=O
-10%	u	-1%	3%	2	-11%	-8%	0%	-3%	CCOc1ccc(CCNC(=O)COC(=O)c2ccc(Br)o2)cc1OCC
-11%	1%	i	25%	0	-20%	-19%	-7%	-5%	O=C(NCC1CCCCC1)c1cc([N+](=O)[O-])ccc1N1CCOCC1
-18%	0%[59 µM]	-9%	44%[activator]	-1	-2%	-4%	0%	-2%	NS(=O)(=O)c1cccc(NC(=O)c2cncc(Br)c2)c1
-9%	0%	-5%	11%	6	-17%	x	1%	-5%	COc1cccc(NC(=O)CSc2nc3ccsc3c(=O)n2-c2ccc(C(=O)O)cc2)c1
-14%	-10%	-5%	28%	-1	1%	-1%	1%	-6%	COc1ccc(CNC(=O)N2CCN(c3ccccc3)CC2)cc1
-18%	u	5%	46%[activator]	13	-6%	-18%	-6%	u	CCOC(=O)c1cnc2c(F)ccc(F)c2c1Sc1ccccc1

# These rows are one share of the data. The share of hits here may be higher or lower than overall.
